Shiga inhibitor: inhibitors of Shiga toxin in Vero cells; Vero cells, Shiga toxin protein synthesis inhibition reporter; inhibition, % at 38.7 µM; hit rate 9.2% among 290,000; AID 2315; in the data active = inhibition mostly above about 28%, no sharp cut-off; inactive = mostly below about 43%; also: 0% is about no effect
Tb PYK inh: blocks Trypanosoma brucei pyruvate kinase; Q57TT1; TbPYK enzyme, Kinase-Glo Plus ATP luminescence, 45 min; Potency, µM (doses to about 76.8 µM), for the others: at the top dose activity, negative = inhibition, actives largely listed as inhibitors; hit rate 0.12% among 410,000; also: potency is read from the fitted curve at half-maximal effect; % is scaled to controls: 0 for no effect and ±100 for the full control effect; nearly all actives have a fitted effect of over 50% in size
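In this concentration-response screen, enzyme-free wells defined baseline while DMSO plates tracked drift. Each reaction combined TbPYK, substrate, compound and 130 uM ADP for 45 min at room temperature. Kinase-Glo Plus luminescence gave the signal.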
CHX counter: counter-screen for Shiga toxin inhibitors: cycloheximide protein synthesis inhibition. cell reporter, cycloheximide protein synthesis inhibition counterscreen. max response, %. hit rate 12% among 300,000. AID 2314; in the data active = max response mostly above about 13%, no sharp cut-off; inactive = mostly below about 14%; also: read at 38.3 µM for the half of the compounds with a filed dose; 0% is about no effect
Pf growth 96h: P. falciparum growth inhibition at 96 hours | P. falciparum luciferase reporter growth, 96 h | Potency, µM (highest dose often 28.7 µM), inactives show top-dose activity change, negative = inhibition, hits mostly inhibitors | hit rate 6.9% among 320,000; also: potency is read from the fitted curve at half-maximal effect; % is scaled to controls: 0 for no effect and ±100 for the full control effect
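96 h incubation, 37 C, 5% CO2, of luciferase-reporter P. falciparum-infected RBCs (2% hematocrit, 0.05% parasitemia final) with test compounds; endpoint luminescence.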
LmPK inh: inhibitors of Leishmania mexicana pyruvate kinase. hit rate 0.37% among 290,000. purified LmPK, Kinase-Glo ATP luminescence, 1 h. Q27686. Potency, µM (highest dose often 57.5 µM), for the others: at the highest dose activity change, negative = inhibition, usual class: inhibitors; also: potency is read from the fitted curve at half-maximal effect; % is scaled to controls: 0 for no effect and ±100 for the full control effect
Target sequence (Q27686 whole entry, looked up): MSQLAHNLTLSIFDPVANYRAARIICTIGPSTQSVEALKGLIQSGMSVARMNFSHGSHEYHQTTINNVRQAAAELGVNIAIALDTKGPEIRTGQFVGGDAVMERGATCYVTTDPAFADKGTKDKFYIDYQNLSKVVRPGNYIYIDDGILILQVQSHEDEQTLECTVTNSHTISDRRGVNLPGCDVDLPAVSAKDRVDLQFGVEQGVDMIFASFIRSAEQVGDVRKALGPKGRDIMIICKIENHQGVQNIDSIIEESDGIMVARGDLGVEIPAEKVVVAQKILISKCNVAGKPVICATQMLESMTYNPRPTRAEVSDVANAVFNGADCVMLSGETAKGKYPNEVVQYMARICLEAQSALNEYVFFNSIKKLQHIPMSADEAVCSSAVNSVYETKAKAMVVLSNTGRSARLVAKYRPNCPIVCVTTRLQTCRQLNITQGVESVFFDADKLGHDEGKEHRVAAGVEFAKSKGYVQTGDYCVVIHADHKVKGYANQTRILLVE
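Purified LmPK (0.1 nM) converted ADP (0.1 mM) to ATP with PEP (0.5 mM) in imidazole buffer pH 7.2 with KCl and MgCl2, 1 h at room temperature. ATP was read by Kinase-Glo luminescence; data normalized to uninhibited and no-enzyme controls.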
Pf growth 48h: inhibits P. falciparum growth in the first generation, 48 h. Potency, µM (titrated, usually from 28.7 µM), inactives show top-dose activity change, negative = inhibition, most hits filed as inhibitors. P. falciparum luciferase growth in erythrocytes, 48 h. hit rate 5.9% among 310,000. AID 504832; also: potency is read from the fitted curve at half-maximal effect; % is scaled to controls: 0 for no effect and ±100 for the full control effect
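Compounds are pin-transferred into medium, infected erythrocytes (2% hematocrit, 0.1% parasitemia final) are added, and plates sit one parasite generation at 37 C in 5% CO2. Detection reagent is then added and luminescence measured.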
AmpC inh no detg: inhibitors of E. coli AmpC beta-lactamase without detergent; P00811; AmpC nitrocefin hydrolysis, absorbance 480 nm, 0.0001% Triton; Potency, µM (highest dose often 57.1 µM), for the others: at the top dose activity change, negative = inhibition, hits mostly inhibitors; hit rate 0.52% among 330,000;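 also: potency is read from the fitted curve at half-maximal effect; plate controls were no compound for no effect and no enzyme for full effect; nearly all actives have a fitted effect of over 20% in size; some results filed as inactive show a strong effect at the top dose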
Target sequence (P00811 whole entry, looked up): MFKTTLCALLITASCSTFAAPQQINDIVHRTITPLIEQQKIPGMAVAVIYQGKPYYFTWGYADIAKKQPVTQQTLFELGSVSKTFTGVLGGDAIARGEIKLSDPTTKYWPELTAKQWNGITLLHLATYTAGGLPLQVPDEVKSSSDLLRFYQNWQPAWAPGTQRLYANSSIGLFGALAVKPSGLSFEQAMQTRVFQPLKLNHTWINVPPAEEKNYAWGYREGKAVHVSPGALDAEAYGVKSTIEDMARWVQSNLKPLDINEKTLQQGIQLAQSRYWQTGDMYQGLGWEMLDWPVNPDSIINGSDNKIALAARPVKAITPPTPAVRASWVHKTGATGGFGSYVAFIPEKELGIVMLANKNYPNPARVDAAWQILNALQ
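AmpC (5.3 nM in the dispensed reagent) in 20 mM phosphate pH 7.0 with 0.01% (detergent screen) or 0.0001% Triton X-100 was preincubated with compounds for 15 min at room temperature. Nitrocefin was then added from an 800 uM solution, and hydrolysis was followed at 480 nm.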
An asterisk follows results filed as active; ? = inconclusive; . = no result given; + = active, no number; & = joins results of further samples; [ ] = another dose, or the depositor's remark. Unless noted, calls follow the shape of the dose curve; as a rule, active = well fitted curve in the direction sought with a large enough effect; inconclusive = small, poorly fitted or top-dose-only effect, or another doubt; inactive = no such curve, though single readings can be large; an effect the other way counts as inactive or inconclusive. The order is random, and some 22% of all compounds hit somewhere here.

SMILES	Shiga inhibitor	Tb PYK inh	CHX counter	Pf growth 96h	LmPK inh	Pf growth 48h	AmpC inh no detg
NC(=O)CC(NC(=O)c1cccc(Br)c1)c1ccc(NC2CCCCCCC2)c([N+](=O)[O-])c1 (stereo not drawn)	-5	-4%	-1	?	-3%	-22%	-50%
CC(NC(=O)c1cc(-c2ccncc2)nc2ccc(Cl)cc12)C1CCCO1 (stereo not drawn)	38*	3%	13*	-22%	0%	?	86%[activator]
Cc1cccc(NS(=O)(=O)c2cccc(C(=O)NNC(=O)c3ccccc3O)c2)c1	.	-4%	.	?	.	?	-59%
CCOC(=O)CCCc1ccc(/C(C)=N/NC(=S)NC)cc1	-12	3%	-2	0%	0%	-20%	0%
CCOC(=O)N1CCN(Cc2nc3c(c(=O)n(C)c(=O)n3C)n2Cc2cccc(C)c2)CC1	-5	0%	-2	?	1%	.	155%[activator]
CC1(C)Oc2ccc(C(=O)N/N=C/c3ccc(O)cc3)cc2NC1=O	-5	0%	-3	28%	-4%	26%	-24%
COc1ccc(C(=O)COC(=O)c2cccnc2SC)cc1	48	7%	30*	?	-12%	34%[5.75 µM]	2%[2.29 µM]
N#Cc1cc(NC2CCCC2)c([N+](=O)[O-])cc1C#N	16	3%	-2	?	-2%	-24%	-23%
Cc1cc(F)ccc1NC(=O)C1CCCO1 (stereo not drawn)	-16	-1%	2	91%[activator]	-2%	0%	-15%
CCc1cc2c(=O)n(-c3ccccc3)c(SCC(N)=O)nc2s1	-8	1%	14	-6%	-2%	-15%	-12%
COc1cc(/C=N/NC(=O)COc2ccc(-n3cnnn3)cc2)ccc1OCC(N)=O	-10	-8%	1	7%	-7%	-4%	-12%
O=C(CN1C(=O)CCSc2ccc(S(=O)(=O)N3CCOCC3)cc21)Nc1ccccc1Cl	2	-7%	9	-21%	3%	?	37%
C/C(=N\NC(=O)CC#N)c1ccc(Oc2ccccc2)cc1	59	-10%	31	50%[activator]	-4%	17%	-29%
Cc1ccc(S(=O)(=O)/N=C(/Nc2ccc(O)c(C(=O)O)c2)c2ccccc2)cc1	.	-6%	.	-34%	.	-30%	-25%
CSc1cc(-c2ccncc2)nc(-c2ccc(Cl)cc2)c1	-3	-2%	-3	15µM*	4%	.	11%
Cc1oc(-c2ccc(Cl)cc2)cc1C(=O)NC1CCN(Cc2ccccc2)CC1	-7	-3%	7	?	6%	?	-14%
Cc1ccc(C(=O)Nc2nc(-c3cc(Cl)sc3Cl)cs2)cc1	-5	6%	-3	?	0%	.	-24%
CCCCN(C(=O)CNC(=O)c1ccco1)C(C(=O)NC1CCCCC1)c1ccc(OC)cc1OC (stereo not drawn)	45	4%	-3	-2%[5.75 µM]	-5%	?	84%[activator]
Cc1ccc(C(=O)O/N=C/c2ccc(N(C)C)cc2)cc1	-1	4%	-3	8%	2%	119%[activator]	-16%
CC(C)N(Cc1ccccc1)S(=O)(=O)c1cccs1	17	3%	-8	27%	7%	-2%	-18%
CCn1c(SCC(=O)N2CCCCCC2)nc2c(c1=O)SCC2	-1	1%	1	5.9µM*	-10%	-10%	-11%
COc1cccc(/C=N/N2CCN(c3ccccc3OC)CC2)c1	+	3%	49*	57%[activator]	-7%	94%[activator]	-5%
O=C(N/N=C1\CCCc2ccccc21)c1ccccc1Cl	63*	-12%	36*	60%[activator]	6%	52%[activator]	-23%
C/C(=N\NC(=O)CN(c1ccccc1)S(C)(=O)=O)c1ccccc1O	-7	-16%	-3	?	5%	12µM*	-28%
C=CCOc1nc(N(C)C)nc(N(C)C)n1	-21	-17%	-4	27%	1%	15%	-7%

Ordered by SMILES length (highest first): three of the compounds above.
SMILES	Shiga inhibitor	Tb PYK inh	CHX counter	Pf growth 96h	LmPK inh	Pf growth 48h	AmpC inh no detg
NC(=O)CC(NC(=O)c1cccc(Br)c1)c1ccc(NC2CCCCCCC2)c([N+](=O)[O-])c1 (stereo not drawn)	-5	-4%	-1	?	-3%	-22%	-50%
CCOC(=O)N1CCN(Cc2nc3c(c(=O)n(C)c(=O)n3C)n2Cc2cccc(C)c2)CC1	-5	0%	-2	?	1%	.	155%[activator]
C=CCOc1nc(N(C)C)nc(N(C)C)n1	-21	-17%	-4	27%	1%	15%	-7%

Additional entries.
SMILES	Shiga inhibitor	Tb PYK inh	CHX counter	Pf growth 96h	LmPK inh	Pf growth 48h	AmpC inh no detg
FCCCOc1ccc(-c2ccnc(-c3ccccc3)n2)cc1	81*	-7%	28*	0%	0%	25%	16%
CN(C1CCCCC1)S(=O)(=O)c1ccc(-n2cnnn2)cc1	26	.	6	.	0%	-13%	21%
COC(=O)c1cc(S(=O)(=O)NCC2CCN(Cc3ccc(C)cc3)CC2)cn1C	-8	0%&1%	13	?	-1%	0%	0%
Cc1ccc(CN2CCN(Cc3ccc(O)cc3)CC2CCO)o1 (stereo not drawn)	-8	1%	1	34%[activator]	3%	9%	-7%
COc1c(C(=O)NNC(=O)c2ccccc2Cl)csc1Br	76*	5%	49*	134%[activator]	-1%	87%[activator]	-16%
COCc1cc(/C=N\NC(=O)Cc2ccc(Cl)cc2)ccc1OC	-11	1%	3	0%	1%	-12%	-3%
O=C(CCS(=O)(=O)c1ccccc1)N1CCN(c2ccc(F)cc2)CC1	71*	4%	52*	?	-3%	74%[activator]	35%
COc1ccc(-c2cc3n(n2)CCc2nc4ccccc4n2-3)cc1	21	-17%	9.7*	.	9%	-19%	193%[activator]
CN(/N=C/c1cc(Cl)ccc1O)C1=NS(=O)(=O)c2ccccc21	-3	5%	8	-24%	0%	?	-29%
S=C(NCCc1ccc(Cl)cc1)NCc1ccco1	14	-2%	-1	-3%	3%	-15%[5.75 µM]	-31%
CC(=O)N(Cc1ccc(F)cc1)C1=C(NCc2ccccc2)C(=O)c2ccccc2C1=O	19	-2%	15	?	-2%	.	49%
CCOCCCNC(C(=O)Nc1ccc(OC)c(Cl)c1)c1ccccc1 (stereo not drawn)	-14	2%	10	-5%	-1%	?	52%
CC(C)c1ccccc1NC(=O)C1CCCN(C(=O)c2ccc(Cl)cc2)C1 (stereo not drawn)	.	4%	.	0%	.	?	24%
C/C=C(\C)C(=O)NCCN1C2=NC[C@@H](Cc3ccccc3)N2C[C@H]1Cc1ccc(O)cc1	-8	-3%	1	17%	2%	31%[activator]	-1%
O=C(c1cc(F)c(F)cc1Cl)N1CCN(CCc2ccccc2)CC1	.	-3%	-1	-13%	5%	-7%	56%
COc1cc(NC(=O)C2CCN(S(=O)(=O)c3ccc(N4CCCC4=O)cc3)CC2)cc(OC)c1	-1	-7%	-2	9.3µM*	5%	-27%	46%
Cc1nc2ccc(Br)cc2c2c1CC(CBr)O2 (stereo not drawn)	-5	-1%	2	?	-12%	0%	87%[activator]
O=C1CC[C@H](N2C(=O)c3ccccc3C2=O)C(=O)N1	.	-4%	.	17%	.	17%	-12%
O=C(CN1CCCC1)Nc1ccc(Oc2ccc(NC(=O)CN3CCCC3)cc2)cc1	-9	-8%	-4	.	-6%	?	-10%
O=C(c1cc2ccccc2o1)N1CC=C(c2ccccc2)CC1	-4	3%	6	17%	-1%	43%[activator]	-43%
CCN(CC)CCNC(=O)c1c(O)c2cc(OC)c(OC)cc2[nH]c1=O	5	2%	-2	88%[activator]	2%	-5%	-1%
CCOc1ccc(-n2nc(C(=O)NCCOC)c3ccccc3c2=O)cc1	-10	-3%	-2	?	1%	-19%	-6%
COc1cccc(CC(=O)Nc2cccc3ccccc23)c1	-8	-3%	-3	-4%	0%	-11%	-33%
Cc1cc(OC(=O)c2ccc(Cl)cc2Cl)nc(C)n1	1	.	-1	37%[activator]	-5%	6%	-11%
O=C(Nc1ccccc1Cl)NC1(C(=O)NCC2CCCO2)CCCCC1 (stereo not drawn)	-8	-4%	-7	25%	3%	11%	-5%

The listing continues.
SMILES	Shiga inhibitor	Tb PYK inh	CHX counter	Pf growth 96h	LmPK inh	Pf growth 48h	AmpC inh no detg
CC(C)C(=O)Nc1csc(C(F)(F)F)c1-c1ccccc1	-4	0%	-2	27%	1%	55%[activator]	10%
CCOC(=O)C(CC)(CC)/C(C)=N/NC(=O)CC#N	15	-6%	-1	10%	1%	.	-7%
CC(Oc1ccc2c3c(c(=O)oc2c1)CCCC3)C(=O)NCCCn1ccnc1 (stereo not drawn)	-7	-3%	-6	16%	3%	-6%	24%
O=C(Cn1cnc2c(cnn2-c2ccccc2)c1=O)Nc1cc(S(=O)(=O)N2CCOCC2)ccc1Cl	13	-1%	-5	?	5%	-14%	47%
CCCCCCCCCCn1ccc(=N)cc1	-19	3%	0	?	10%	0.21µM*	29%
COc1cccc(CNC(=O)CCn2c(=O)c3cccn3c3cccnc32)c1	14	-2%&-4%	-2	34%[activator]	5%	10%	-7%
COc1ccccc1-c1nn(-c2ccccc2)cc1C(=O)N1CCN(C(=O)c2ccco2)CC1	.	-2%	.	-28%	.	?	98%[activator]
COc1cc(C)c(CN2CCSCC2)cc1C	.	2%	4	10%	-1%	-29%	-11%
COc1cccc(-n2cc(CNCc3c(C(=O)N(C)C)nc4ccc(Cl)cn34)cn2)c1	11	-1%	2	?	0%	8.3µM*	18%
CCOc1ccc(NC(=S)NNc2ccnc3cc(Cl)ccc23)cc1	-8	3%	8	2.1µM*	5%	?	-12%
C[C@@H]1C[C@@H]2OC(=O)[C@]3(C)[C@H]2[C@@H](OC3(C)O)[C@]2(C)C(=O)C=C[C@H]12 (stereo partly drawn)	26*	4%	31*	?	1%	13µM*	-17%
Cc1cccc(-n2c(C)nc3ccccc3c2=O)n1	24	4%	14	5.2µM*	-2%	65%[activator]	-18%
Cc1ccc(NC(=O)C/C(N)=N/OC(=O)Nc2ccc(C)c(Cl)c2)cc1	.	-4%	.	23%	.	-5%	-20%
COc1ccc(NC(=O)c2csc3c2CCCC3)cc1	72*	3%	51*	244%[activator]	-15%	174%[activator]	-18%
CCN(CC)S(=O)(=O)c1c(OC)cc(C)c(Cl)c1C	-3	-2%	5	5%	2%	?	43%
O=C(N1CCCCC1)N1CCN(S(=O)(=O)c2ccc(Cl)cc2)CC1	32	2%	3	11%	-4%	-16%	14%
C/C(CC(=O)Nc1cccc2c1CCCC2)=N\NC(=O)c1cccc2ccccc12	-7	-3%	-2	13µM*	6%	-6%	-43%
O=C(CSc1ncnc2c1cnn2-c1ccccc1)Nc1ccc2c(c1)OCO2	-6	-8%	-2	?	1%	33%[activator]	-23%
Cc1ccc(NC2=NC(c3ccc(F)cc3)n3c(nc(C)cc3=O)N2)cc1 (stereo not drawn)	15	0%	1	?	5%	?	-27%
O=C1c2ccccc2C(=O)N1Cc1cc(-c2ccccc2Cl)no1	9	-6%	-1	0%	1%	9%	-29%
Cc1ccc(S(=O)(=O)CCC(=O)Nc2cccc([N+](=O)[O-])c2)cc1	-12	2%	-3	6%	0%	-17%	-31%
Cc1ccc(C)c(N2CCN(C(=O)c3csc4ccccc34)CC2)c1	-1	-10%	-3	-15%	-4%	-13%	-16%
O=C1C(=O)N(CCCn2ccnc2)C(c2ccc(Br)cc2)/C1=C(\O)c1ccc2c(c1)OCCO2 (stereo not drawn)	-20	8%	-5	9.3µM*	-3%	0%	-12%

Source: PubChem (National Center for Advancing Translational Sciences (NCATS))
